# Source: PubChem
# GluA2 TARP mod: modulates AMPAR-stargazin complexes; O88602+P19491; HEK293 GluA2+stargazin, membrane potential dye (FDSS), glutamate EC50; hits were called plate by plate, in both directions; calls only at 30 µM; actives 3.5% (n = 40,000);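 active = any of four per-well response measures lying three or more SD from its plate-wide compound average, in either direction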
# GluA2 TARP mod agonism max-min: further read-out of GluA2 TARP mod, marked with its call; compound max-min signal; compound-alone response (agonism);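 unitless range of fluorescence divided by baseline over first 100 seconds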
# GluA2 TARP mod glutamate slope: second read-out of GluA2 TARP mod, no call of its own (marks repeat the call); glutamate slope, % of max; measured here: glutamate response slope, % max;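 scaled per plate between vehicle wells and maximal 1 mM glutamate control wells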
# Numbers without * were called inactive; i = inactive; + = active, no number.
SMILES,GluA2 TARP mod,GluA2 TARP mod agonism max-min,GluA2 TARP mod glutamate slope
O=C(NCC#CCN1CCc2ccccc2C1)c1ccc(Br)o1,i,0.047,46
CCOC(=O)N1CCC(NC(=O)c2cccc(-n3ccc4ccccc43)c2)CC1,i,0.092,66
CCCCc1ccc(-n2c(-c3ccccc3)cn3c4c(=O)n(CC(N)=O)c(=O)n(C)c4nc23)cc1,i,0.048,50
Cc1cccc(C)c1N1CCN(C(=O)c2ccc3c(c2)OCO3)CC1,+,0.059*,89*
COc1ccc(CCNC(=O)c2cnc3c(c(C)nn3-c3ccc(F)cc3)c2Cl)cc1OC,i,0.1,42
CSCCC(C)(O)CNC(=O)c1cccc(Cl)c1 (stereo not drawn),i,0.073,61
O=C(CSc1nnc2c(=O)n(Cc3ccc(F)cc3)ccn12)NCC1CCCO1 (stereo not drawn),i,0.037,43
Cc1ccc(C(=O)NC(=S)Nc2ccc(N3CCOCC3)cc2)cc1,i,0.12,79
O=C(NCCC(O)c1cccs1)c1cc2ccccc2oc1=O (stereo not drawn),i,0.09,59
O=C1Cc2cc(NC(=O)Nc3cccs3)ccc2N1,i,0.1,51
COc1ccc(C(=O)NCC(c2ccc(F)cc2)N2CCOCC2)cc1OC (stereo not drawn),i,0.071,68
O=S(=O)(/C=C/c1ccccc1)NCC1CCN(c2ncccn2)CC1,i,0.084,52
CS(=O)(=O)N1CCC(CNC(=O)Nc2cccs2)CC1,i,0.091,54
O=C(CCN1C(=O)C2C3C=CC(C3)C2C1=O)Nc1cccc(C(F)(F)F)c1 (stereo not drawn),i,0.062,47
COc1cc(NC(=O)c2n[nH]c3ccccc23)cc(OC)c1OC,i,0.07,48
Cc1ccc(-c2ccc(N3CCN(C(=O)C(C)C)CC3)nn2)c(C)c1,i,0.024,23
Cn1cccc1C(CNC(=O)CCc1ccccc1)N1CCc2ccccc2C1 (stereo not drawn),i,0.04,57
CSc1ncccc1C(=O)N1CCC(CNS(C)(=O)=O)CC1,i,0.062,35
CCOC(=O)N1CCN(C(=O)CSc2ccc(NC(=O)c3cccs3)nn2)CC1,i,0.1,45
O=C1c2ccc(-n3c(=O)c4ccccc4c4ccccc4c3=O)cc2C(=O)N1c1ccccc1,i,0.071,36

# Next section; it opens with the 4 that closed the last part.
SMILES,GluA2 TARP mod,GluA2 TARP mod agonism max-min,GluA2 TARP mod glutamate slope
Cn1cccc1C(CNC(=O)CCc1ccccc1)N1CCc2ccccc2C1 (stereo not drawn),i,0.04,57
CSc1ncccc1C(=O)N1CCC(CNS(C)(=O)=O)CC1,i,0.062,35
CCOC(=O)N1CCN(C(=O)CSc2ccc(NC(=O)c3cccs3)nn2)CC1,i,0.1,45
O=C1c2ccc(-n3c(=O)c4ccccc4c4ccccc4c3=O)cc2C(=O)N1c1ccccc1,i,0.071,36
Cc1ccc(S(=O)(=O)N(Cc2cccc(C(F)(F)F)c2)C(=O)N2CCN(C)CC2)cc1,i,0.079,54
O=C(c1nnn(-c2ccccc2Cl)c1-c1ccncc1)N1CCN(c2ccc(F)cc2)CC1,i,0.029,39
COc1ccc(-c2ccc(=O)n(CCNS(=O)(=O)c3ccc(F)c(C)c3)n2)cc1,i,0.054,40
COc1ccc(C2CC(c3cccs3)=NN2C(=O)CSc2nnc(-c3ccncc3)o2)cc1 (stereo not drawn),i,0.03,44
CC(=O)c1ccc(NC(=O)c2nnn(-c3ccc(Cl)cc3)c2N)cc1,i,0.1,64
CCOc1ccc(-c2ccc(N3CCN(C(=O)c4cccs4)CC3)nn2)cc1,i,0.094,64
OC(COc1ccc2cc(Br)ccc2c1)Cn1cnc2ccccc21 (stereo not drawn),i,0.13,66
Cn1cc(C(=O)N2CCOCC2)cc(NC(=O)COc2ccc(Cl)cc2)c1=O,i,0.074,67
COc1cc(NC(=O)CSC2=NC3(CCCC3)N=C2c2ccccc2)cc(OC)c1,+,0.081*,80*
Cc1cc(C)c(NS(=O)(=O)c2cccc3ccccc23)c(C)c1,i,0.057,41
c1coc(-c2csc(CN3CCNCC3)n2)c1,i,0.025,45
COc1ccc(N2CCN(C(CNS(=O)(=O)c3ccc(OC)cc3)c3cccnc3)CC2)cc1 (stereo not drawn),i,0.1,50
CC(=O)Nc1ccc(NC(=O)c2ccc(=O)n(Cc3ccccc3Cl)c2)cc1,i,0.044,40
Cn1cnc2cc(OC(=O)c3cc4ccccc4o3)ccc21,i,0.15,53
Cc1nnc(C2CCN(CC(=O)NCCc3ccccc3)CC2)s1,i,0.084,69
CS(=O)(=O)c1ccc(NC(=O)c2cc(Cl)sc2Cl)cc1,i,0.081,62
CC(C(=O)N1CCOCC1)c1ccc([N+](=O)[O-])cc1 (stereo not drawn),i,0.05,34
CC(C)C(=O)Nc1ccc(S(=O)(=O)NCC(C)(O)C2CC2)cc1 (stereo not drawn),i,0.095,69
COc1cc(S(=O)(=O)Nc2cc(Cl)ccc2O)c(OC)cc1C,i,0.17,47
Cc1ccc(C(=O)Nc2sc3c(c2-c2nc4ccccc4s2)CCCC3)cc1,i,0.074,31

# A run of entries of the results above, for reference:
SMILES,GluA2 TARP mod,GluA2 TARP mod agonism max-min,GluA2 TARP mod glutamate slope
COc1ccc(N2CCN(C(CNS(=O)(=O)c3ccc(OC)cc3)c3cccnc3)CC2)cc1 (stereo not drawn),i,0.1,50
CC(=O)Nc1ccc(NC(=O)c2ccc(=O)n(Cc3ccccc3Cl)c2)cc1,i,0.044,40
Cn1cnc2cc(OC(=O)c3cc4ccccc4o3)ccc21,i,0.15,53
Cc1nnc(C2CCN(CC(=O)NCCc3ccccc3)CC2)s1,i,0.084,69

# Fetched by compound from above (2):
SMILES,GluA2 TARP mod,GluA2 TARP mod agonism max-min,GluA2 TARP mod glutamate slope
Cc1ccc(C(=O)Nc2sc3c(c2-c2nc4ccccc4s2)CCCC3)cc1,i,0.074,31
Cc1nnc(C2CCN(CC(=O)NCCc3ccccc3)CC2)s1,i,0.084,69

# (listing goes on)
SMILES,GluA2 TARP mod,GluA2 TARP mod agonism max-min,GluA2 TARP mod glutamate slope
Cc1cc(NC(=O)C2CCN(S(=O)(=O)c3ccc(F)cc3)CC2)n(C(C)C)n1,i,0.072,50
COc1ccc(SCC(=O)Nc2ccc3sc(C)nc3c2)cc1,i,0.077,60
O=C(Nc1ccc(N2CCCC2=O)cc1)c1cc(Br)ccc1Cl,i,0.093,59
COC(=O)Cn1c(=O)c2c(nc3n2CC(C)CN3c2ccccc2OC)n(C)c1=O (stereo not drawn),i,0.066,26
Cc1ccc(Oc2cccc(NC(=O)c3cnccn3)c2)nn1,i,0.056,60
Cc1cn2c3c(=O)n(C)c(=O)n(C)c3nc2n1Cc1cccc2ccccc12,i,0.16,62
CC(C)S(=O)(=O)c1cccc(C(=O)Nc2nc(-c3cccc([N+](=O)[O-])c3)cs2)c1,i,0.11,54
CCCN(CCC)C(=O)Cn1nc(C(=O)N2CCOCC2)cc1C,i,0.1,60
Cc1ccc(NC(=O)C(=O)NCC2(O)CCOCC2)cc1N1CCCC1=O,i,0.13,56
COc1ccc(-c2cc3ccc4c(c3oc2=O)CN(Cc2ccco2)CO4)cc1,i,0.027,38
CCn1c(N2CCC(C)CC2)nc2c1c(=O)[nH]c(=O)n2C,i,0.16,51
COc1ccc(OC)c(-c2csc(NC(=O)c3cccc(S(=O)(=O)C(C)C)c3)n2)c1,i,0.061,56
CCOc1ccc(S(=O)(=O)Nc2ccc3c(c2)CCCN3S(=O)(=O)CC)cc1C,i,0.049,56
CCOC(=O)c1cccc(NC(=O)Cn2cccc(-c3nc(-c4ccc(C)cc4)no3)c2=O)c1,i,0.11,52
CC(=O)c1ccc(NC(=O)CSc2ccc(NC(=O)c3cccs3)nn2)cc1,i,0.07,52
Cc1noc(C)c1S(=O)(=O)NCC(O)(c1cccs1)C1CC1 (stereo not drawn),i,0.12,43
COc1ccc(OC)c(S(=O)(=O)NCCc2ccc3c(c2)CCCN3C)c1,i,0.12,62
CCOc1ccc2ccccc2c1C(=O)NCc1ccsc1,+,0.075*,53*
CCOC(=O)Cn1c(-c2ccccc2)cn2c3c(=O)n(C)c(=O)n(C)c3nc12,i,0.1,35
COCCn1c(-n2nc(C)cc2C)nc2c1c(=O)n(CCN1CCOCC1)c(=O)n2C,i,0.065,45
COc1ccc(S(=O)(=O)Nc2nc(C(=O)Nc3cccc(OC)c3)cs2)cc1,i,0.077,35
CC(C)C(=O)N1CCCc2ccc(NC(=O)C(=O)NC3CC3)cc21,i,0.048,60
CCn1nnc2c(SCc3ccc(C(F)(F)F)cc3)ncnc21,i,0.037,35
COCC(C)(O)CNC(=O)C(=O)NC1CC1 (stereo not drawn),i,0.1,62
COC(=O)c1cc(-c2cccs2)[nH]n1,i,0.13,63
COc1cc(-c2nnc(NC(=O)c3cccc(S(=O)(=O)C(C)C)c3)o2)cc(OC)c1OC,i,0.07,69
COc1ccccc1-c1ccc(N2CCC(C(=O)Nc3ccc(S(N)(=O)=O)cc3)CC2)nn1,i,0.13,72
O=C(Cn1cnc2ccccc2c1=O)NCc1n[nH]c(=O)c2ccccc12,i,0.081,51
Cc1nc2cc(NC(=O)C3CC(=O)c4ccccc43)ccc2s1 (stereo not drawn),i,0.12,56
CCOCCn1c(=O)c2c(nc(-n3nc(C)cc3C)n2CC)n(C)c1=O,i,0.075,52
COc1ccc(OC)c(-c2ccc(=O)n(CC(=O)Nc3cccc4ccccc34)n2)c1,i,0.07,111
CCN(CC)C(=O)Oc1ccc2c(c1)O/C(=C\c1ccc(C(=O)OC)cc1)C2=O,i,0.093,61
COc1ccc(NC(=O)C(=O)NCC(c2cccn2C)N(C)C)c(OC)c1 (stereo not drawn),i,0.042,56
Cc1ccc(NC(=O)/C=C2\SC(=O)N(CC(=O)Nc3ccc(S(N)(=O)=O)cc3)C2=O)cc1,i,0.044,55
Cc1cc(=O)n2c(-c3cccc(NS(=O)(=O)c4ccc(Cl)s4)c3)csc2n1,i,0.14,39
CS(=O)(=O)N1CCCC(C(=O)N2CCN(c3nc4ccc(F)cc4s3)CC2)C1 (stereo not drawn),i,0.093,50
COc1ccc(CCS(=O)(=O)NCC2CCN(C)CC2)cc1,i,0.086,62
COc1ccc(S(=O)(=O)c2c(C)cc(C)n(CC(=O)Nc3ccccc3Cl)c2=O)cc1,i,0.042,73
O=C(CS(=O)(=O)c1ccc2c(c1)S(=O)(=O)N=CN2)NCc1ccc2c(c1)OCO2,i,0.062,50
CC(C)(C)C(=O)NCC(C)(O)C1CC1 (stereo not drawn),i,0.1,55

# 2 of these compounds in a different format.
SMILES	GluA2 TARP mod	GluA2 TARP mod agonism max-min	GluA2 TARP mod glutamate slope
COc1ccc(OC)c(-c2ccc(=O)n(CC(=O)Nc3cccc4ccccc34)n2)c1	i	0.07	111
COc1ccc(CCS(=O)(=O)NCC2CCN(C)CC2)cc1	i	0.086	62

# Next section:
SMILES,GluA2 TARP mod,GluA2 TARP mod agonism max-min,GluA2 TARP mod glutamate slope
O=C(Nc1nc2c(s1)CCc1ccccc1-2)C1CCN(S(=O)(=O)c2cccs2)CC1,i,0.081,3
O=C(NCCNC(=O)c1cccc(Cl)c1)c1ccc(NC(=O)c2ccc(F)cc2)cc1,i,0.1,48
Cc1ccc(-c2cc(C(=O)Nc3ccc(S(N)(=O)=O)cc3)c3ccccc3n2)cc1C,i,0.095,-8
O=C(Nc1ccc(Nc2ccccc2)cc1)c1ccoc1,+,0.19*,51*
COc1ccc(C)cc1NC(=O)C(=O)NCC1(O)CCOCC1,i,0.11,64
Cn1cc(/C=C2\SC(=O)N(CCC(=O)O)C2=O)c2ccccc21,i,0.08,48
O=S(=O)(Nc1cccnc1)c1ccc(Oc2ccccc2Cl)cc1,i,0.086,55
COc1cc(NC(=O)c2ccc(Br)o2)ccc1NC(=O)C(C)C,i,0.056,32

# These rows are one share of the data, so the mix of outcomes need not match the whole.
